# Compound activity: PubChem BioAssay, The Scripps Research Institute Molecular Screening Center
# PLCb3 inh – inhibitors of human phospholipase C beta3. Purified PLC-beta3, fluorogenic substrate, fluorescence. Q01970. AID 720704. inhibition, % at 12.2 µM. 0.18% of 370,000 active; in the data active means inhibition above about 11%;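 further: 0% = median of compound wells on plate and 100% = full blocker control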
# DDE Tn6 FP inh – DD(E)-Tn6 binding inhibition, primary FP screen; 0.21% of 370,000 active; inhibition, % at 8.3 µM; Fibrin DD(E) TRITC-Tn6 fluorescence polarization displacement;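 active means inhibition above a per-campaign cutoff: mean of compounds within control limits plus 3 SD, cut at about 15% in these data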;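 further: 0% = median of all compound wells on the plate and 100% = blocking peptide control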
# ADAM17 inh – inhibitors of human ADAM17; inhibition, % at 6.95 µM; AID 720648; P78536; 0.83% of 370,000 active; recombinant ADAM17, EDANS/DABCYL FRET peptide cleavage;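 active means inhibition above the mean of compounds lying between control limits plus 3 SD, set per campaign, cut at about 8.5% in these data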;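 further: 0% = DMSO-only wells as the low control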
# ASAP1 inh – inhibitors of human ASAP1 ArfGAP activity. Q9ULH1. ASAP1-stimulated ARF1 GTP hydrolysis, GDP FP detection. inhibition, % at 16.5 µM. 0.19% of 360,000 active. AID 624377; in the data active means inhibition above about 25%;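 further: 0% = vehicle with enzyme and substrate and 100% = no enzyme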
# Target sequence (Q9ULH1 325-724 limits assumed): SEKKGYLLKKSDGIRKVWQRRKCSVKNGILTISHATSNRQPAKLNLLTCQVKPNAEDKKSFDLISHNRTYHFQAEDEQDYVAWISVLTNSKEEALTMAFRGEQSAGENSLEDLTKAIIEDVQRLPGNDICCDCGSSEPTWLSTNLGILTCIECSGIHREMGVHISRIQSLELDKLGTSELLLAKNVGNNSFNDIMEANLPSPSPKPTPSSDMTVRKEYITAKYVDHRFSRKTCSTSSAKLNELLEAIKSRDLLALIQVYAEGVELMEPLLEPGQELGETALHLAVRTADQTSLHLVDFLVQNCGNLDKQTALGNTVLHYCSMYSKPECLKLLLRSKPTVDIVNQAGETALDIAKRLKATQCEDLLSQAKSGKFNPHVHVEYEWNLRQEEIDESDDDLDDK
# DDE Tn7 FP inh – disrupts Tn7 cyclic peptide binding to fibrin D-Dimer-E complex | P02675 | FP displacement of FITC-Tn7 peptide from fibrin DD(E); 0% = median of compound wells per plate | inhibition, % at 8.3 µM | 0.13% of 370,000 active | AID 720508;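 active means inhibition above the mean of compounds falling within the control limits plus 3 SD of them, cut at about 14% in these data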;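 further: 0% = plate median of compound wells and 100% = 10 µM Aha-Tn7 peptide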
#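 Measure: % inhibition scaled between sample-field median and high-control FP; Test system: human fibrin DD(E); Quantity: 2 µM final DD(E) protein; Doses: one dose, 8.3 µM nominal; Schedule: compound with protein 10 min, then 3 h after probe, room temperature; Detection: fluorescence polarization; Medium: Tris buffer with calcium and detergent, pH 7.8.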
# PLC-gamma1 inh – blocks human PLC-gamma1 enzyme activity; P19174; purified PLC-gamma1, fluorogenic substrate, fluorescence; inhibition, % at 12.2 µM; 0.84% of 370,000 active; AID 720700; in the data active means inhibition above about 9.5%
# MBD2 DNA inh – blocks human MBD2 binding to methylated DNA | Q9UBB5 | TR-FRET, MBD2 binding to methylated oligonucleotide | inhibition, % at 4.4 µM | 0.31% of 370,000 active | AID 686964; in the data active means inhibition above about 13%
# Target sequence (Q9UBB5 whole entry, looked up): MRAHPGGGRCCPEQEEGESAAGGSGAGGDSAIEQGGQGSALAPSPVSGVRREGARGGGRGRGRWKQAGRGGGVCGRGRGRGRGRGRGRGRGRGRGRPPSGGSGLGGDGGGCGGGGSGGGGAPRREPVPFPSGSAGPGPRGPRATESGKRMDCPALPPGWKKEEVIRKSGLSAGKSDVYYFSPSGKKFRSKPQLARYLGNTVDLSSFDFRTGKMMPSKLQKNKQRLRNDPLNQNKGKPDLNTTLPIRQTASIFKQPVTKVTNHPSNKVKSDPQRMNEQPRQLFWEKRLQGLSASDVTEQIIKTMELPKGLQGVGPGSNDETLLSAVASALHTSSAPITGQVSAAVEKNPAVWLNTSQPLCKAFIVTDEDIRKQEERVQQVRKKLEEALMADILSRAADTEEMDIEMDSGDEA
# ARFGAP1 inh – inhibits rat ARF GTPase activating protein 1; 0.26% of 360,000 active; Arfgap1-stimulated ARF1 GTP hydrolysis, GDP FP detection; inhibition, % at 16.5 µM;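 active means inhibition above a per-plate limit, mean inhibition of low control wells plus 3 SD, cut at about 25% in these data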;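 further: 0% = DMSO wells with enzyme and 100% = wells lacking Arfgap1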
# Target sequence (Q62848 1-136 limits assumed): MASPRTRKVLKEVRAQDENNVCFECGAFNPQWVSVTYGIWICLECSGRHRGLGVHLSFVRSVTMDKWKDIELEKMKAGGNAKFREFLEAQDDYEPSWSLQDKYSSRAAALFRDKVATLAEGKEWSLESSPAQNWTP
#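 Replicates: Single well per compound | Assay system: Truncated rat Arfgap1 GAP domain | Control set: No-Arfgap1 wells (100%) versus DMSO full-reaction wells (0%) | Times: Enzyme reaction 120 min at 25 °C after 20 min preincubation | Reagent: Human ARF1(Δ1-17)-GTP substrate | Measured by: Tracer-displacement fluorescence polarization with EDTA stop, 620/688 nm | Measure: Percent inhibition of Arfgap1-stimulated GTP hydrolysis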
# UHRF1 MBD2 ctr – UHRF1 methyl-DNA binding inhibition; Q96T88; UHRF1 binding to methylated oligo, TR-FRET; inhibition, % at 4.4 µM; 0.75% of 370,000 active; in the data active means inhibition above about 21%;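 further: UHRF1 SRA domain binding a hemimethylated CpG hairpin DNA probe; 0% = median of test compound wells and 100% = reference inhibitor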
# proKLK7 act – activates the human kallikrein-7 zymogen | activation, % at 7 µM | 0.9% of 370,000 active | purified proKLK7, EDANS-DABCYL substrate fluorescence; 100% is mature enzyme control, 0% vehicle;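 active means activation above the mean of all tested compounds plus 3 SD, computed per campaign excluding outliers beyond control limits, cut at about 13% in these data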
# * hit, by the source's call; nt = no result given.
SMILES,PLCb3 inh,DDE Tn6 FP inh,ADAM17 inh,ASAP1 inh,DDE Tn7 FP inh,PLC-gamma1 inh,MBD2 DNA inh,ARFGAP1 inh,UHRF1 MBD2 ctr,proKLK7 act
CC(C)(C)Nc1cccccc1=O,-1,-3,1,10,-10,-1,2,0,12,-0.1
CCCCOCCCNC(=O)C[C@H]1C[C@@]2(C(=O)OC)C(=C[C@H](C(C)C)O[C@@H]2C2CC2)N(CCC2=CCCCC2)C1=O,3,-4,1,nt,-6,7,8,nt,6,0.7
Cc1ccccc1NC(=O)CS(=O)(=O)c1cn(CC(=O)N2CCOCC2)c2ccccc12,-2,8,-2,-13,-3,0,2,-4,7,-0.2
Cc1cc(C)nc(SCc2cc(=O)c(OC(=O)c3cc([N+](=O)[O-])ccc3Cl)co2)n1,1,-4,-3,0,2,0,-2,-6,-1,0.3
O=C(NCc1ccccc1Cl)C(=O)NCC1OCCN1S(=O)(=O)c1ccc(F)cc1 (configuration not stated),-1,-13,2,-12,-6,0,3,-6,-2,-0.2
CN(C)c1ccc(C#Cc2ccc3cc(CCCO)oc(=O)c3c2)cc1,-130,0,-8,10,0,-101,-3,-1,5,0.1
Cc1[nH]c2ccccc2c1/C=C(\C#N)S(=O)(=O)c1ccccc1,-136,4,5,24,7,-7,-4,6,-2,14*
CC1(C(=O)NS(=O)(=O)c2ccccc2Cl)CCN1C(=O)c1ccccc1CCc1ccccc1 (configuration not stated),-3,-1,-6,-18,5,-2,0,-13,1,-0.4
O=C(NCCn1cccn1)C1CCC(=O)N(CCc2cccc(F)c2)C1 (configuration not stated),-4,-3,-5,-15,1,0,-3,-4,2,-0.2
COc1cc(/C=C2\CCCc3c2nc2ccccc2c3C(=O)O)cc([N+](=O)[O-])c1O,-2,-6,0,5,7,2,-18,-5,2,-0.8
C1N2CN3CN1CN(C2)C3,0,-3,-7,-2,-1,0,3,14,-1,0.1
CCN(CC)C1CCN(C(=O)c2cc(COc3ccc(-n4cncn4)cc3)on2)C1 (configuration not stated),-7,-10,2,0,-4,7,7,14,2,-0.7
CSc1ccc(C(=S)N2CCCCCC2)cc1,-11,1,-1,-1,-7,-2,-1,1,-4,0.2
O=C(NN=C1CCCC1)c1[nH]c2ccc(Cl)cc2c1-c1ccccc1,-21,-13,-2,19,-6,-7,3,1,0,-0.9
CC(OC(=O)C1CCN(S(=O)(=O)c2ccccc2C(F)(F)F)CC1)C(=O)N(C)Cc1ccccc1 (configuration not stated),-6,7,1,4,-3,-2,-3,-1,1,-0.1
COc1ccc(C(=O)CSc2nnc(C3CC3)n2N)cc1,0,-3,-5,3,5,-1,8,8,6,0.1
CCCc1cc(C(=O)Nc2ccc(CC)cc2)no1,-5,-4,2,0,0,-1,-2,5,0,-0.3
CC(=O)C12OC(C)(C)OC1CC1C3CCC4=CC(=O)C=CC4(C)C3(F)C(O)CC12C (configuration not stated),3,-3,-1,-4,0,0,-4,8,-2,0.7
CN1C(=O)c2cc(NC(=O)Cc3cccs3)ccc2OC[C@@H]2O[C@@H](CC(=O)N[C@H]3CCN(Cc4ccccc4)C3)CC[C@@H]21,-2,9,-1,nt,1,-2,1,nt,0,-0.1
COc1ccc(S(=O)(=O)N2CCCCCC2)cc1C(=O)NCCOc1ccc(C)cc1,-9,1,-2,-7,3,5,-2,1,0,-0.1
Cc1c(OCc2nn[nH]n2)ccc2c3c(c(=O)oc12)CCCC3,-36,-7,-83,5,1,-23,4,16,-2,-2.9
CC1(C(=O)NS(=O)(=O)c2ccc(Br)cc2)CCN1C(=O)C1CCCCC1 (configuration not stated),-3,1,-2,-12,-9,-3,-3,3,-3,-0.4
COC(=O)Cc1c(C)nc2nc(-c3ccc(Cl)cc3)[nH]n2c1=O,0,3,3,9,0,0,6,18,-1,-0.3
CSc1ccccc1NC(=O)C1=CC(c2ccc(C)cc2)=NS(=O)(=O)N1C,-1,1,2,4,4,5,3,17,1,0.3
O=C(Nc1ccc(C2CCCCC2)cc1)C1CCCN(c2ncccn2)C1 (configuration not stated),1,0,-3,5,-4,-2,-6,14,-3,1.1
SMILES,PLCb3 inh,DDE Tn6 FP inh,ADAM17 inh,ASAP1 inh,DDE Tn7 FP inh,PLC-gamma1 inh,MBD2 DNA inh,ARFGAP1 inh,UHRF1 MBD2 ctr,proKLK7 act
CS(=O)(=O)c1ccccc1-c1nnc(NC(=O)C2=COCCO2)o1,-6,-3,0,-3,2,-2,-1,12,2,-0.2
Cc1ccc(OCC(=O)Nc2cc(Cl)ccc2-n2cncn2)c(C)c1,-1,-3,-3,1,2,-2,3,-3,0,0.0
Cc1cccc(C)c1NC(=O)CN1C(=O)N(C)Cc2ccccc21,-1,8,-4,-8,4,-7,2,1,2,-0.6
Cc1cccc(NS(=O)(=O)c2cccc(C(=O)N3CCN(c4ccccn4)CC3)c2)c1,-8,0,-4,6,1,-1,-2,-9,4,-0.2
CCOC(=O)N1CCN(CC(=O)N2c3ccccc3CC2C)CC1 (configuration not stated),3,-3,0,-3,-9,6,2,0,7,0.3
CCN(CC)CCN(C(=O)CCS(=O)(=O)c1ccccc1)c1nc2cc(OC)c(OC)cc2s1,-7,4,1,3,-13,2,4,4,3,0.0
CC(C)NC(=O)C1(C)CN(S(C)(=O)=O)CC(=O)N1Cc1ccco1 (configuration not stated),2,-7,-4,4,-7,-3,-5,6,-2,-0.3
O=C(O)CCC(=O)NNC(=O)c1cccs1,-4,-1,-5,-15,0,1,-4,-5,0,0.3
O=C(c1cc2ccccc2oc1=O)N(Cc1ccco1)CC1CCCO1 (configuration not stated),-4,4,-2,-5,4,0,3,-1,4,-0.4
CCN(CC)C(=O)C1CCCN(C(=O)CCn2nnnc2CN2CCOCC2)C1 (configuration not stated),-4,-2,-5,-11,7,0,0,-1,2,-0.4
CCn1nc(NS(=O)(=O)c2ccc(NC(C)=O)cc2)c2cc3ccc(C)cc3nc21,-41,-8,-9,3,-4,-26,-6,1,-4,-0.2
CCN1CCN(c2ccc(S(=O)(=O)N3CCCCC3)cc2NC(=O)COc2ccccc2)CC1,-5,5,-2,-11,2,2,-3,-13,0,-0.3
Brc1ccc(C2=Nn3c(Cn4nnc5ccccc54)nnc3SC2)cc1,-3,5,0,5,7,-1,4,0,0,-0.7
C(=NN1CCCCCC1)c1ccc2ccccc2n1,-22,0,-3,-10,5,-17,-4,-19,0,-0.3
COc1ccc(NC(=O)CSc2nnnn2C)cc1,-6,-4,-4,-1,-4,2,-3,0,-3,0.7
CCOC(=O)c1ccc(NC(=O)CSc2nnc(-c3cc(-c4ccccc4)n[nH]3)n2N)cc1,0,3,3,nt,-1,1,3,nt,1,-0.1
CN(Cc1nc2c(s1)CCCC2)C(=O)CCc1nnc(-c2ccc3c(c2)OCO3)o1,-5,10,0,2,-7,4,3,5,-3,0.6
O=C1NC(=S)S/C1=C\c1coc2ccc(O)cc2c1=O,-12,-11,-1,-4,-2,0,-2,1,0,-0.4
CC(C)(C)c1cc(C(=O)NCCN2CCCC2)cc(C(C)(C)C)c1,3,-1,0,-1,0,0,-6,-1,-1,-0.4
COc1ccc(-n2c(=O)[nH]c3c(C(N)=O)nc(C4CCCCC4)nc32)cc1,-1,-1,0,2,2,-2,2,0,2,0.0
COCCNC(=O)c1cccc(OC2CCN(Cc3ccc(C(=O)OC)cc3)CC2)c1,-2,9,5,-13,-9,0,4,1,1,0.3
CC[C@@]12C(=O)N(c3cccc(C)c3)C(=O)N1[C@H](c1ccc(Br)cc1)[C@@H]1C(=O)N(C(C)(C)C)C(=O)[C@@H]12,2,-3,2,-7,6,0,-2,-1,-1,0.8
COc1ccc(S(=O)(=O)N2CCCOC2CNC(=O)C(=O)NCc2ccco2)cc1 (configuration not stated),0,1,-3,0,2,0,-3,-4,3,0.1
Cc1ccc(C(=O)NCCN2C3=NC[C@H](C(C)C)N3C[C@H]2Cc2ccc(O)cc2)cc1Br,4,-1,-4,13,4,3,5,-7,-3,0.1
Cc1[nH]nc(-c2ccc(OCc3cnn(-c4ccccc4)c3)cc2O)c1Oc1ccc(Cl)cc1,1,1,1,5,-8,5,-3,12,2,-0.1

# Arranged by value in ADAM17 inh (falling): 3 of the compounds above.
canonical_smiles	ADAM17 inh
Brc1ccc(C2=Nn3c(Cn4nnc5ccccc54)nnc3SC2)cc1	0
COc1ccc(S(=O)(=O)N2CCCOC2CNC(=O)C(=O)NCc2ccco2)cc1 (configuration not stated)	-3
Cc1ccc(C(=O)NCCN2C3=NC[C@H](C(C)C)N3C[C@H]2Cc2ccc(O)cc2)cc1Br	-4

# Continuation.
SMILES,PLCb3 inh,DDE Tn6 FP inh,ADAM17 inh,ASAP1 inh,DDE Tn7 FP inh,PLC-gamma1 inh,MBD2 DNA inh,ARFGAP1 inh,UHRF1 MBD2 ctr,proKLK7 act
Cc1cc(/C(N)=N/OC(=O)c2cccc(Cl)c2)no1,-10,2,-1,4,0,1,3,-7,1,0.3
CN(Cc1ccco1)C(=O)CC[C@H]1O[C@@H](n2ccc(=O)[nH]c2=O)[C@H](O)[C@@H]1O,0,-7,-1,8,-6,-2,1,10,-1,-0.2
CCC(NC(=O)c1ccccc1NC(=O)c1ccc(OC)cc1)C(=O)N1CCCC1 (configuration not stated),0,0,-5,-4,-2,-2,-1,6,0,-0.4
COc1ccc(S(=O)(=O)NC(C)C(=O)NCC2CCCO2)cc1OC (configuration not stated),-3,1,0,-7,0,0,-8,-7,0,0.2
O=C(Nc1ccccc1N1CCOCC1)c1ccc([N+](=O)[O-])o1,-5,6,-6,-10,4,0,2,7,-1,-0.3
CCOc1cc(/C=C/c2ccc3cccc([N+](=O)[O-])c3n2)ccc1O,4,-6,7,1,-2,6,0,7,-3,-0.4
O=C(CCc1c[nH]c2ccccc12)OCc1cccc([N+](=O)[O-])c1,-17,-6,0,-1,-2,-3,6,-4,3,1.0
Cc1cc(C)n(-c2nc(NCc3cccnc3)c3c4c(sc3n2)COC(C)(C)C4)n1,-101,2,-398,11,-1,-85,1,-2,4,-1.3
CCNc1nc(NCC)n2c(SC(C(=O)Nc3cc(Cl)cc(Cl)c3)c3ccccc3)nnc2n1 (configuration not stated),3,-2,-1,0,-3,2,5,5,16,0.3
COc1ccc(NC(=O)C2CCC(N3C(=O)C4CCCCC4C3=O)CC2)cc1 (configuration not stated),2,-2,3,-12,2,0,3,2,-2,-0.7
CC(=O)Nc1ccc(C=NNC(=O)c2ccc(NS(=O)(=O)c3cccs3)cc2)cc1,-30,0,5,-6,-8,-17,-8,6,-2,0.7
CC(Nc1nc(N2CCNCC2)nc2ccccc12)c1ccccc1 (configuration not stated),-34,-1,-101,-10,0,-19,1,26*,-3,2.9
COc1cc(CC(=O)NCC2CCCCC2)cc(OC)c1OC,-3,1,-1,-3,5,-3,-3,-10,1,-1.0
CCOc1ccc(-n2c(SCC(=O)Nc3nccs3)nnc2-c2ccoc2C)cc1,-6,4,-4,4,3,-2,3,0,3,0.1

# Compounds as they come; any-hit rate near 4.1%.
